human PMI inhibition: MPI enzyme activity inhibition – biochemical, fluorescence intensity, coupled assay, primary screen (AID 1209); 190,000 tested, 0.42% active; one-dose inhibition, % at 20 µM; IC50 in µM for titrated hits; purified PMI enzyme, coupled fluorescence intensity; higher % means a stronger effect; in the data active means inhibition above about 50%;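 further: plate controls were DMSO vehicle for no effect and wells lacking substrate for full effect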
Ins promoter up: MIN6 insulin promoter up-regulation | MIN6 insulin promoter-GFP reporter, high-content imaging; active compounds read high | z-score at 5 µM | 190,000 tested, 0.3% active | AID 1625;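 active means z-score above 3 at 5 µM with at least 500 cells counted in the well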
MT stabilize HCS: stabilizes microtubules in HeLa cells; HeLa tubulin immunostaining HCS, 24 h; share of cells brighter than vehicle mean+2SD; % tubulin-high responders, % at 10 µM; 200,000 tested, 0.83% active; AID 2205;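 active means plate Z-score above 3 for both tubulin-high and condensed-nucleus cell shares, with cell loss under 80%, at 10 µM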;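 further: anti alpha tubulin signal scored within the nucleus-defined area of each cell; some results filed as inactive read as strong as hits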
Myeloid diff MLP: compounds promoting myeloid differentiation | 360,000 tested, 1% active | ER-HoxA9 myeloid progenitors, lysozyme-GFP differentiation, flow cytometry | calls only at 10 µM;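 active means normalized GFP-positive differentiation at or above the plate's own cutoff, the solvent-only control mean plus 3 SD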;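 further: cells exposed to compound for four days before flow analysis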
Hep lipid drop: hepatic lipid droplet formation modulation; AML12 mouse hepatocytes, oleate lipid droplets, BODIPY imaging; inhibition, % at 6.5 µM; 240,000 tested, 0.4% active;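 active means lipid droplet intensity inhibited by at least 50%, with more than 500 cells counted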
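material = mouse AML12 hepatocyte cell line, fixed after treatment | also added = 100 µM oleic acid challenge | doses = compound at 6.5 µM only | schedule = overnight exposure | technique = Image-based BODIPY and DAPI two-channel analysis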
TNAP activation fold: stimulation of alkaline phosphatase TNAP activity – biochemical, luminescent, no phosphate acceptor, uHTS, primary screen (AID 1001); purified TNAP, luminescent activation assay, no phosphate acceptor; higher activation fold means a stronger effect; activation fold at 20 µM; hits with a dose series show EC50 in µM; 200,000 tested, 0.03% active; in the data active means activation fold from about 3, or a potency from the dose series; inactive means the rest, 99 in 100 with activation fold below about 1.6; further: many of its hits are not listed in these tables
T cell modulator: T cell immune modulators affecting CD8 T cell-vesicle binding | 2C CD8+ T cell-vesicle binding, flow cytometry; active compounds read low | calls only at 7 µM | 330,000 tested, 0.068% active;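 active means response, share of CD8 T cells binding vesicles, and their 90th percentile fluorescence all below set limits, cut at about 80% in these data, passing the limit was not always enough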
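incubation = binding step 1.5 h, 37 °C, antibody labelling 20 min, ice | test system = 2C mouse CD8+ T cells | read-out basis = percent CD8+ FL2 mean versus row control | controls = Peptide-free naked vesicles (low) and QL9 vesicles with 0.7% DMSO vehicle (high) | detection = flow cytometry of vesicle-bound cells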
bCat nuc transl: alters nuclear translocation of beta-catenin in HeLa cells | immunofluorescence imaging | nuclear translocation activity, % at 5 µM | 190,000 tested, 0.3% active;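 active means nuclear translocation activity above 50% at 5 µM, with a well cell count of 50 or more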;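 further: per-cell ratio of nuclear to cytoplasmic median beta-catenin stain intensity; plate controls were DMSO negative control for no effect and GSK-3 inhibitor IX positive control for full effect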
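Test system: HeLa cells, endogenous beta-catenin; Compound: single 5 µM dose plus 0.02–20 µM confirmation series; Times: compound exposure 24 h at 37°C; Signal: fluorescence imaging of beta-catenin antibody stain plus DAPI; Read-out: % activation, nuclear-to-cytoplasmic median beta-catenin signal ratio per cell.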
Dynein transport: dynein cargo transport inhibition. 3617.4 mouse cells, GR-EGFP nuclear translocation imaging; test concentration mostly 20 µM; stimulated with dexamethasone, 1 µM; active compounds read low. z-score, hits read low. 220,000 tested, 0.47% active;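 active means plate z-score of nuclear minus cytoplasmic receptor signal below a set negative limit, without overly bright fluorescence or cell loss, cut at about -3.5 in these data, passing the limit was not always enough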;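 further: z-score of nuclear minus cytoplasmic ring GR-EGFP intensity difference per well; some compounds called inactive have numbers as strong as hits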
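Buffer or medium: tet-free medium with charcoal-stripped serum / Also added: dexamethasone agonist, 1.0 µM final, for 30 min / Timing: induction 48 h, compound 1 h, agonist 30 min / Measured by: high-content fluorescence imaging after fixation / Read-out: nuclear-to-cytoplasmic GR-EGFP distribution per well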
Dynein transport cytoplasmic EGFP: recorded beside Dynein transport, whose call it bears; z-score; measured here: cytoplasmic GR-EGFP intensity; active compounds read high
Dynein transport nuclear GR-EGFP: also measured in Dynein transport; calls as there; z-score; measured here: nuclear GR-EGFP intensity;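 lower value marks the stronger effect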
Dynein transport cell count: second read-out of Dynein transport, no call of its own (marks repeat the call); z-score; measured here: cell count per field
Ins promoter up cell count: recorded beside Ins promoter up, whose call it bears; cell count; measured here: cytotoxicity, nuclei count;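 total cells summed across four imaged fields per well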
Hep lipid drop cells 6.5 µM: recorded beside Hep lipid drop, whose call it bears; cell count; measured here: cell count, cytotoxicity flag;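 cells counted across two imaged fields per well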
bCat nuc transl cell count 5 µM: recorded beside bCat nuc transl, whose call it bears; cell count; measured here: cell count, cytotoxicity flag
T cell modulator vesicle-bound %: recorded beside T cell modulator, whose call it bears; double positive events, %; measured here: CD8+ vesicle-bound cell fraction;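 binding gate set so that unloaded-vesicle control wells show 10% double positive cells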
MT stabilize HCS Hoechst-high %: second read-out of MT stabilize HCS, no call of its own (marks repeat the call); % Hoechst-high responders; measured here: nuclear condensation Hoechst responders;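 share of cells brighter than vehicle mean plus two SD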
MT stabilize HCS cytotoxicity %: second read-out of MT stabilize HCS, no call of its own (marks repeat the call); toxicity, %; measured here: cytotoxicity by cell density;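 0% = mean cell density of plate MIN control wells and 100% = no cells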
Myeloid diff MLP GFP+ MAC1+ %: recorded beside Myeloid diff MLP, whose call it bears; GFP+ MAC1+ double positive, %; measured here: differentiation confirmed by MAC1 staining
* hit, by the source's call; i = inactive; x = no result given. Outcome played no part in choosing rows; 3% or so of the library scored in one or more.

SMILES	human PMI inhibition	Ins promoter up	Ins promoter up cell count	MT stabilize HCS	MT stabilize HCS Hoechst-high %	MT stabilize HCS cytotoxicity %	Myeloid diff MLP	Myeloid diff MLP GFP+ MAC1+ %	Hep lipid drop	Hep lipid drop cells 6.5 µM	TNAP activation fold	T cell modulator	T cell modulator vesicle-bound %	bCat nuc transl	bCat nuc transl cell count 5 µM	Dynein transport	Dynein transport cytoplasmic EGFP	Dynein transport nuclear GR-EGFP	Dynein transport cell count
Cc1ccc2nc(SCC(=O)Nc3ccc(F)c([N+](=O)[O-])c3)[nH]c2c1	24%	0.58	1319	1.7	2.9	10	i	0.8	-21	582	1.3	i	47	x	x	-0.74	-0.28	-0.55	1.1
Cc1ccc(CN(c2ccc(C(=O)Nc3cccnc3)cc2)S(C)(=O)=O)cc1	17%	x	x	1.2	0.9	8.2	i	3.3	-2	770	1.1	i	17	x	x	-0.023	-0.25	-0.22	0.95
C/C(=N/OC(=O)C1CC12CCC2)c1ccc(Br)cc1 (stereo not drawn)	-6%	-0.32	1212	2.5	2.5	3.3	i	0.3	-10	746	1.1	i	50	-0.7	1092	-0.42	-0.25	-0.18	0.38
COC(=O)c1cc2c(C)nn(-c3ccccc3)c2s1	1%	-1.4	1413	1.2	1.4	8.2	i	1.0	x	x	1.1	i	1	-4.2	1065	1.3	-0.19	0.44	-0.37
CCc1ccc(CN/C=C/C(=O)c2ccc(Br)cc2)cc1	12%	-0.84	862	2.4	2.0	5.8	i	0.7	-1	701	1.1	i	36	x	x	-1.2	-0.15	-0.66	1.4
CCOC(=O)COc1ccc2nsnc2c1Cl	6%	-0.41	1538	3.5	4.6	6.4	i	0.5	x	x	1	i	61	0.9	1384	-0.28	0.3	0.19	0.56
CC(C(=O)Nc1ncccn1)(c1ccccc1)c1ccccc1	0%	0.31	1718	3.3	3.3	6.3	i	0.2	0	673	1.1	i	66	-0.3	1017	-0.13	-0.24	0.53	0.45
CCOC(=O)N1CCN(c2nc(-c3ccc(Cl)cc3)cs2)CC1	7%	0.66	1062	2.1	1.4	3.9	i	2.2	-3	666	1.1	i	48	0.9	1026	-0.71	-0.26	0.24	0.45
CCN1CCn2c3c(c4cc(Cl)ccc42)CCCC31 (stereo not drawn)	7%	-0.02	1170	7.2	2.9	9.0	i	0.2	x	x	1.1	i	62	6.0	1458	0.37	-0.2	0.52	0.12
CC1(C)CC(=O)C(N=Nc2ccc(-c3ccccc3)cc2)=C(O)C1	-6%	0.99	1234	3.5	2.0	10	i	0.4	4	688	1	i	31	2.6	1074	3.7	6.1	3.1	0.55
O=C(CN1C(=O)c2ccccc2C1=O)NCC1CCCO1 (stereo not drawn)	-5%	0.2	1738	3.0	3.2	3.7	i	0.8	x	x	1.1	i	31	-0.6	1391	0.33	-0.25	0.49	0.4
Cc1cc(NC(=O)CSc2nc(-c3ccc(F)cc3)cs2)no1	3%	-0.8	958	3.1	2.0	4.0	i	1.1	2	700	1.1	i	10	-5.0	1196	-0.8	0.26	-0.27	0.46
Cc1cc(=O)[nH]c2c3ccccc3nn12	-5%	0.23	1238	2.2	0.6	0.1	i	0.2	9	708	0.9	i	28	0.4	1054	-0.28	-0.17	0.12	0.39
CCNC(=S)NNC(=O)CC(C)C	1%	0.99	1502	4.5	2.0	12	i	0.0	2	632	1.3	i	24	-0.6	1460	0.35	-0.15	0.35	-0.37
CCOC(=O)c1ccc(N/C=C/C(=O)C(C)(C)C)cc1	13%	0.92	1422	1.4	1.7	2.0	i	0.2	2	717	1	i	64	0.1	1469	-0.27	-0.32	-0.044	0.12
CC(C)(C)NC(=O)CSc1nncn1NCc1ccccc1	10%	-0.23	773	3.2	3.3	19	i	0.9	-10	743	1.1	i	18	-2.3	1185	1.1	-0.16	0.7	-0.092
CCOC(=O)c1cccnc1SCC(=O)N(CC)c1cccc(C)c1	2%	-0.88	814	2.0	1.4	9.0	i	8.0	x	x	1.1	i	35	x	x	0.25	-0.24	0.29	-0.12
O=C(CN(C1CCCCC1)S(=O)(=O)c1ccc(Br)cc1)NCc1cccnc1	8%	-0.48	1463	2.8	1.9	4.4	i	0.2	-16	728	1	i	5	2.3	970	0.58	-0.27	0.47	-0.8
CN(C(=O)COC(=O)c1ccc(Cl)cc1N)C1CCCCC1	-2%	-0.11	1278	2.8	2.0	0.8	i	0.8	24	699	1	i	x	2.3	1092	-0.21	-0.3	0.26	0.72
c1ccc2c(-c3nc4ncccc4o3)cccc2c1	4%	-0.19	1303	4.8	1.7	5.6	i	2.1	x	x	1.1	i	18	-1.7	961	-1.8	2.6	-0.29	1.2
Cc1ccc(NC(=O)Nc2cc(-c3ccccc3)nn2C)cc1Cl	x	-0.11	993	x	x	x	i	0.2	-4	750	x	i	38	0.6	1349	0.081	-0.11	0.37	-0.13
Cc1cc(C(=O)CSc2n[nH]c(N)n2)c(C)n1-c1cc(F)ccc1F	5%	-0.23	1232	2.1	1.7	19	i	0.4	0	796	1.1	i	38	0.7	1169	-0.4	-0.24	-0.11	1
CCOC(=O)C1=C(Nc2ccc(Br)cc2)CC(C)(O)C(C(=O)OCC)C1c1ccccc1 (stereo not drawn)	4%	0.06	1467	1.5	1.7	5.9	i	0.0	x	x	1.1	i	40	-3.0	947	0.73	-0.15	0.7	-0.4
CCOc1nc(NCc2ccco2)nc(Nc2ccccc2F)n1	16%	x	x	2.2	2.3	5.2	i	0.9	-6	665	1.2	i	62	x	x	0.34	-0.29	0.17	0.33
Cc1ccc(NC(=O)c2ccc(-n3cccn3)c([N+](=O)[O-])c2)cc1C	3%	-0.61	1416	3.6	1.8	9.4	i	0.3	x	x	1	i	42	-1.6	850	0.35	-0.16	0.8	-0.0023
NC(=O)NN=C1C2CCCC1C(c1ccccc1)NC2c1ccccc1 (stereo not drawn)	x	-0.12	1115	x	x	x	i	0.8	-10	710	x	i	21	-0.6	1300	0.73	-0.28	-0.064	-0.59
C1CC(CN2CCOCC2)CN(Cc2nc(CC3CC3)no2)C1 (stereo not drawn)	3%	0.65	1319	3.8	1.6	3.9	i	0.3	-19	705	1	i	56	1.6	1117	0.0045	-0.24	-0.19	0.5
CCOc1cc(N2CCOCC2)c(OCC)cc1NC(=O)CC12CC3CC(CC(C3)C1)C2	21%	0.63	916	1.4	0.6	5.7	i	0.3	-1	739	1.1	i	18	-6.4	915	0.99	-0.16	1	0.36
CCc1nc(NCC2CCCO2)c2oc3ccccc3c2n1 (stereo not drawn)	0%	-1.8	1146	0.4	1.3	7.2	i	1.1	x	x	1.1	i	22	1.0	983	-0.26	-0.16	-0.28	0.75
CNC(=O)CSc1nnc(-c2cc(C)cc(C)c2)o1	9%	-0.06	1170	2.2	1.7	9.3	i	5.7	-11	654	1.1	i	37	x	x	0.15	-0.25	0.33	-0.76
CCCCC/C=C\C[C@H](O)/C=C/c1cccc(C[C@H](O)CCCCO)n1	5%	x	x	2.7	2.8	15	i	4.1	-5	747	1	i	44	x	x	-1.6	-0.14	-0.18	0.62
COc1ccccc1/C=C/C=N/NC(=O)c1cccs1	x	x	x	x	x	x	i	0.6	11	715	x	i	41	0.1	1279	-0.44	-0.24	0.42	0.075
Cn1nc([N+](=O)[O-])nc1Oc1ccccc1N	3%	x	x	1.7	1.3	7.5	i	1.1	8	789	1.2	i	32	x	x	-2.2	-0.14	-0.86	1.1
CS(=O)(=O)Oc1ccccc1/C=C1/N=C(c2ccc(F)cc2)OC1=O	2%	-0.05	1265	6.6	2.9	12	i	0.6	-2	703	1	i	43	0.7	568	-1	-0.25	-0.068	0.65
O=C(c1ccco1)N1CCN(c2cc(N3CCOCC3)c(F)cc2[N+](=O)[O-])CC1	-2%	-1.3	1469	1.2	1.4	1.6	i	0.0	10	697	1	i	51	-0.4	1519	-0.24	-0.32	-0.28	0.5
O=S(=O)(Nc1nc2ccccc2nc1-[n+]1ccccc1)c1ccc(Cl)cc1	18%	0.65	1340	1.9	2.4	3.0	i	0.5	20	707	1.1	i	40	-2.7	940	0.52	-0.17	0.85	-1.3

Compound activity as filed in PubChem.
